Source: PubChem
Mdm2 MdmX PPI: human Mdm2/MdmX binding inhibition; SaOS-2 split-luciferase Mdm2/MdmX complementation, luminescence; inhibition, % at 8 µM; 330,000 compounds, 3% hits; AID 485346;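 active means inhibition of at least 50% at 8 µM in the primary screen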
UPR XBP1 act: activators of adaptive arm of unfolded protein response (XBP1). CHO-XBP1 luciferase reporter, IRE1-XBP1 UPR activation, luminescence; percent of tunicamycin response, DMSO as zero. activation, % at 20 µM. 330,000 compounds, 0.33% hits;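 active means versus positive control, 20 µM dose yields 30% or more activation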;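 further: 100% = tunicamycin at 10 µg/mL and 0% = DMSO only wells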
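assay system = CHO-XBP1 luciferase reporter cells | amount = 1000 cells/well | buffer or medium = F12 plus 10% FBS | compound dosing = single point, 20 µM final compound, 1% DMSO | incubation = 16-18 h cell attachment at 37 °C, then 6 h compound exposure | detection = Steady-Glo luminescence read | controls = tunicamycin 10 µg/mL and vehicle-only wells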
697 NFkB inh: inhibitors of the PMA/ionomycin-induced NF-kB reporter in 697 B cells; AID 435022; inhibition, % at 4 µM; 697 B-cell NF-kB luciferase reporter, 16 h; 330,000 compounds, 0.33% hits; in the data active means inhibition above about 35%
Jurkat NFkB inh: lowers PMA/ionomycin-induced NF-kB signal in Jurkat cells; PMA/ionomycin-induced NF-kB luciferase reporter, luminescence; inhibition, % at 4 µM; 330,000 compounds, 0.53% hits; in the data active means inhibition above about 50%
CXCR6 block: inhibitors of human CXCR6 receptor | O00574 | CHO-K1 PathHunter CXCR6 beta-arrestin, luminescence | inhibition, % at 20 µM | 360,000 compounds, 0.36% hits; in the data active means inhibition above about 34%, passing the limit was not always enough;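 further: antagonist mode with CXCL16 agonist at 10 nM final; 0% = 10 nM CXCL16 with DMSO and 100% = unstimulated wells without agonist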
Target sequence (O00574 whole entry, looked up): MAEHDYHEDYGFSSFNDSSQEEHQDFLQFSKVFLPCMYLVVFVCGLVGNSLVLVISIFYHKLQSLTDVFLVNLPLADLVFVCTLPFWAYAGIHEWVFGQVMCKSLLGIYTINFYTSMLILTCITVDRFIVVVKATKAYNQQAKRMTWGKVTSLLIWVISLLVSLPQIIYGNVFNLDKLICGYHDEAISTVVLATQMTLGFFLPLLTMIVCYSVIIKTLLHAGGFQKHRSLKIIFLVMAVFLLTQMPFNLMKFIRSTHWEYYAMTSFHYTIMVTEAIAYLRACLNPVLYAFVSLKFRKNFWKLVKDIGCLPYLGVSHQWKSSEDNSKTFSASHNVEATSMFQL
CCR6 antagonist: antagonists of human CCR6 receptor | CHO-K1 CCR6 PathHunter beta-arrestin, luminescence, CCL20-stimulated | P51684 | AID 493098 | 340,000 compounds, 0.49% hits | inhibition, % at 20 µM;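 active means compounds whose inhibition of the agonist-driven luminescence signal at 20 µM reaches about 50%, limit read from the data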;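 further: cells stimulated with CCL20 at 14 nM final; plate controls were DMSO with CCL20 for no effect and DMSO without agonist for full effect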
Target sequence (P51684 whole entry, looked up): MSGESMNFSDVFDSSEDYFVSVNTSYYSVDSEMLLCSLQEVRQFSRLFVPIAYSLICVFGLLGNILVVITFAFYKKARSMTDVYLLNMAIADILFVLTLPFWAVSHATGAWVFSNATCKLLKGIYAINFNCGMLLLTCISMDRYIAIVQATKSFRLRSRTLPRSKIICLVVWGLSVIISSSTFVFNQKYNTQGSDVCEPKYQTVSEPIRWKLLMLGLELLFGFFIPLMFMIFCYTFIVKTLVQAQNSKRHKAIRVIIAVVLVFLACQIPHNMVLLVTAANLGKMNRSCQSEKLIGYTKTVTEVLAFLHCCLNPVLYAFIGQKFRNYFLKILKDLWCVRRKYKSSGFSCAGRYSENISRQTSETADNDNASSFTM
Gli-Sufu antag: blocks Gli-Sufu signaling in a luciferase reporter | Sufu-KO-LIGHT fibroblasts, Gli luciferase reporter luminescence | inhibition, % at 5 µM | 340,000 compounds, 0.74% hits | AID 588413;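 active means inhibition above about 55%, limit read from the data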;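 further: 0% = DMSO-treated cells and 100% = wells with medium but no cells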
CHOP UPR activ: apoptotic UPR (CHOP) activation. CHO-CHOP luciferase reporter, luminescence; percent of tunicamycin response over DMSO baseline. activation, % at 10 µM. 330,000 compounds, 0.34% hits;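 active means at 10 µM dose, activation of 40% or more, normalized to positive control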;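 further: 100% = tunicamycin at 10 µg/mL and 0% = DMSO alone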
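Dosing – one dose, 10 µM in 0.5% DMSO · System – CHO-CHOP cells, stable luciferase reporter of PERK-eIF2a-CHOP signalling · Input – 500 cells/well · Control set – tunicamycin 10 µg/mL final as positive, DMSO-only wells as negative · Timing – 6 h compound treatment, 37 °C · Measure – % activation vs tunicamycin · Technique – luminescence read with Steady-Glo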
EBI2 block: EBI2 (human) antagonism; P32249; EBI2 beta-arrestin recruitment, luminescence, 7a,25-OHC stimulated; inhibition, % at 5 µM; 360,000 compounds, 0.81% hits; in the data active means inhibition above about 38%;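 further: enzyme fragment complementation signal reports receptor beta-arrestin coupling in cells; 0% = agonist plus DMSO wells and 100% = wells without agonist; some results beyond the cut were filed as inactive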
Target sequence (P32249 whole entry, looked up, the tested form may be a part): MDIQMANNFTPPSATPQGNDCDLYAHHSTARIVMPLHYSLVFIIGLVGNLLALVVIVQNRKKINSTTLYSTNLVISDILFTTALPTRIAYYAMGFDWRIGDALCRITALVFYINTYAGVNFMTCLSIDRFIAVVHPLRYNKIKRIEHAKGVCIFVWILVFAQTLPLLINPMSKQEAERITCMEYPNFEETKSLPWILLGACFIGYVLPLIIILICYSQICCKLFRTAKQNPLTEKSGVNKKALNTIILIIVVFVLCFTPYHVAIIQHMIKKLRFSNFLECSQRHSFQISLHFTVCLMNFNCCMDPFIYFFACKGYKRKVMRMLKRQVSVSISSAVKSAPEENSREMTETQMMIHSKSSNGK
* hit, by the source's call; x = no result given.

SMILES | Mdm2 MdmX PPI | UPR XBP1 act | 697 NFkB inh | Jurkat NFkB inh | CXCR6 block | CCR6 antagonist | Gli-Sufu antag | CHOP UPR activ | EBI2 block
OC(CCN1CCCC1)(c1ccccc1)C1CCCCC1 (configuration not stated) | 19 | -4 | -25 | -7 | 10 | 12 | 30 | -0.5 | 4
COc1ccc(-c2nn(-c3ccccc3)cc2/C=C/C(=O)OCC(=O)Nc2cccc(C#N)c2)cc1 | 29 | 66* | -14 | 0 | -2 | 24 | -3 | 15 | 17
CCOC(=O)c1ccc(N[C@@H]2CCN3C(=O)c4ccccc4[C@@H]3C[C@H]2O)cc1 | 2 | -1 | 12 | x | 0 | 20 | 42 | 1.6 | -1
Nc1nnn(CC(=O)N/N=C/c2ccc(Cl)cc2Cl)n1 | 3 | 0 | 12 | 11 | 8 | 2 | -1 | -1.3 | -4
Cc1ccn2c(NCc3ccccc3)c(-c3cccs3)nc2c1 | -18 | 0 | -16 | -14 | 6 | 9 | -29 | 1.8 | -43
O=C(NC(=S)NC1CCS(=O)(=O)C1)c1cccc([N+](=O)[O-])c1 (configuration not stated) | 27 | -3 | -1 | 20 | 10 | 14 | 11 | 2.7 | 0
CCCCN(Cc1nc2ccccc2c(=O)[nH]1)C(=O)CN1C(=O)NC2(CCCCC2)C1=O | 16 | -3 | 22 | -12 | 6 | 5 | -21 | 1.4 | -3
O=C(c1ccccn1)N1CCCC(N2CCN(c3cccc(C(F)(F)F)c3)CC2)C1 (configuration not stated) | 1 | -2 | -37 | -4 | -4 | 20 | 47 | 4.9 | -8
CCCn1c2ccccc2c2nnc(SCC(=O)Nc3ncccn3)nc21 | 8 | 7 | -9 | -9 | 43* | 63* | 5 | -0.6 | 12
COC(=O)c1cccc(NC(=O)c2ccc(S(=O)(=O)N3CCN(C)CC3)cc2)c1 | 8 | -5 | 2 | 4 | -2 | -2 | 19 | -0.1 | 3
c1ccc(-c2nnc3n2CCCC3)cc1 | 22 | 2 | -1 | 7 | 2 | -11 | 4 | -0.6 | 3
O=C(COC(=O)C1CCN(S(=O)(=O)c2ccc3c(c2)OCCO3)CC1)NC1CCS(=O)(=O)C1 (configuration not stated) | 8 | -4 | 6 | -2 | -2 | -3 | -18 | 1.1 | -11
O=S(=O)(c1ccc(F)cc1)N1CCN(c2ccc(F)cc2)CC1 | 4 | -2 | 3 | 6 | -1 | 5 | 3 | 1.3 | 9
O=C(N[C@@H](Cc1c[nH]c2ccccc12)C(=O)O)C1CCN(S(=O)(=O)c2cccs2)CC1 | -2 | -4 | -1 | -3 | -12 | 1 | 5 | -1.2 | -18
Cc1cc(C)cc(NC(=O)CCN2CCCC2)c1 | 9 | 25 | 23 | 2 | 5 | -5 | -6 | -0.9 | -3
CS(=O)(=O)N(CC(=O)N1CCCC1)c1cc(Cl)c(Cl)cc1Cl | 11 | 0 | -5 | -10 | -4 | 8 | 8 | -1.6 | 0
O=c1oc2cc(Br)ccc2n1CSC1=NCCS1 | 13 | 2 | -13 | -2 | 4 | 4 | -8 | 4.7 | 13
CCN(c1ccccc1)S(=O)(=O)c1ccc(Cl)c(C(=O)NCC2CCCO2)c1 (configuration not stated) | 3 | -3 | -17 | -10 | -1 | 2 | 0 | -0.7 | -2
COc1ccc(NS(=O)(=O)c2cccc3cccnc23)cc1 | -18 | 0 | -59 | -27 | 0 | -4 | 8 | -0.2 | 1
COc1ccc(OC)c(C2=Nn3c(nnc3-c3cccc(OC(C)C)c3)SC2)c1 | 8 | 4 | -21 | -11 | 18 | 20 | 13 | -2.2 | 46*
O=C1c2ccc(Br)cc2C(=O)N1c1ccc(Cc2ccncc2)cc1 | x | x | x | x | -8 | 6 | 1 | x | 6
C[C@H](CO)N1C[C@H](C)[C@@H](CN(C)S(=O)(=O)c2ccc(F)cc2)Oc2ccc(NC(=O)C3CCCCC3)cc2C1=O | 4 | -3 | 24 | -3 | -3 | 11 | -1 | 0.7 | -1
O=C(COC(=O)c1ccc[nH]c1=O)NC1CCCCCC1 | 24 | 0 | -1 | 7 | 4 | 14 | -2 | -1.2 | -6
CN(C)C(=O)c1nnsc1Sc1ccc(Cl)cc1 | -23 | 0 | -1 | 6 | 1 | 2 | -16 | 3.9 | 8
O=c1c2cn[nH]c2nc(SCc2cc(=O)n3cc(Br)ccc3n2)n1-c1ccc(Br)cc1 | 24 | 2 | -6 | -17 | 23 | 31 | -4 | -0.6 | 10
More records follow:
SMILES | Mdm2 MdmX PPI | UPR XBP1 act | 697 NFkB inh | Jurkat NFkB inh | CXCR6 block | CCR6 antagonist | Gli-Sufu antag | CHOP UPR activ | EBI2 block
COC(=O)c1ccccc1NC(=O)C1=CC(c2cccs2)=NS(=O)(=O)N1C | -11 | 1 | 13 | 20 | 2 | 5 | 6 | 0.8 | -4
COc1cc(C2c3cc4c(cc3OC(N3CCOCC3)C2C)OCO4)cc(OC)c1OC(C)=O (configuration not stated) | x | x | x | x | 4 | 16 | -14 | x | 5
CCCCN(C(=O)COC(=O)CSc1ccc([N+](=O)[O-])cc1)c1c(N)n(CCC)c(=O)[nH]c1=O | 9 | -2 | 9 | 4 | 2 | -10 | -9 | 0.1 | 0
Cc1ccc(CNC(=O)C2CCCN(S(=O)(=O)c3c(C)[nH]c(=O)[nH]c3=O)C2)cc1 (configuration not stated) | -9 | 0 | 14 | -6 | 1 | -8 | 9 | -0.6 | -3
O=C1N/C(=N\N=C\c2ccco2)SC1Cc1ccc(F)cc1 (configuration not stated) | -17 | -1 | 21 | -1 | -6 | 3 | 7 | 1.4 | -9
O=C(Nc1cccc(O)c1)C1CC(c2cccc(Br)c2)=NO1 (configuration not stated) | 5 | -6 | 10 | -4 | 1 | 5 | -8 | 1.4 | -6
COc1ccc(NC(=O)COC(=O)COc2ccc(Br)cc2)cc1 | -7 | 0 | 16 | 2 | -2 | 4 | 0 | -2.2 | -6
CCCCC1=CC2=CC(=O)C(C)(OC(=O)CC)C(=O)C2=CN1Cc1ccco1 (configuration not stated) | -8 | 0 | 7 | 21 | 7 | 2 | 3 | 1.2 | -12
Cc1ccc(NC(=O)c2ccc(N3CCOCC3)c([N+](=O)[O-])c2)cc1S(=O)(=O)N1CCOCC1 | 15 | 2 | 7 | 13 | -3 | 14 | 15 | -0.6 | -1
CCc1ccc(S(=O)(=O)/N=C2\C=C(Nc3cccc(C(=O)O)c3)C(=O)c3ccccc32)cc1 | 31 | 0 | -35 | 3 | 18 | 45 | -18 | 4.1 | -2
C#Cc1cccc(C(=O)NC2CCCN(C3Cc4ccccc4C3)C2)c1 (configuration not stated) | -3 | -1 | 3 | 5 | 2 | 11 | 17 | 0.9 | 0
Cc1noc(NS(=O)(=O)c2ccc(N/C=C/C(=O)c3ccccc3)cc2)c1C | 0 | 0 | -19 | -17 | 11 | 4 | -5 | -1.4 | 7
COc1ccc(OC)c(CN2C(=O)CCC2(C)C(=O)NC2CCCCCC2)c1 (configuration not stated) | -8 | 0 | 0 | 5 | 10 | 10 | 23 | 0.0 | -3
O=[N+]([O-])c1ccc(OC/C=C2\Oc3ccc([N+](=O)[O-])cc3C2N2CCOCC2)cc1 (configuration not stated) | 23 | -2 | 10 | 13 | 10 | 11 | 3 | -4.8 | 7
O=C1CCC[C@@H]2[C@@H](Cc3ccccc3)[C@H](N3CCN(c4ccccc4)CC3)C[C@@H]3CCN1[C@@H]32 | x | x | x | x | 15 | 17 | 6 | x | 20
CCc1cc2c(SCC(=O)c3ccc(C)cc3)ncnc2s1 | -37 | -2 | -17 | -13 | -2 | 17 | -15 | -1.8 | 2
C/C(=N/NS(=O)(=O)c1ccc(Cl)cc1)c1cccc(O)c1 | 5 | -5 | 22 | 3 | 21 | 26 | 3 | 0.2 | 6
CNC(=O)CC1C(=O)N(C)C(=S)N1NC(=O)c1ccc(Cl)cc1 (configuration not stated) | 10 | -5 | 18 | -3 | 2 | -5 | -1 | -1.6 | -3
CC(C)(C)C(=O)Nc1ccc(C(=O)NNC(=O)c2ccccc2)cc1 | -28 | -5 | -4 | 7 | -3 | 1 | -1 | 0.0 | -6
COC(=O)C1(Cc2ccccc2)NC(c2ccccc2C)C2C(=O)N(c3ccc4c(c3)OCO4)C(=O)C21 (configuration not stated) | 4 | -6 | 7 | -6 | -9 | -23 | -1 | -2.3 | 23
CCOC(=O)c1c2c(n(-c3ccc(OC)cc3)c1C)C(=O)C(=O)c1ccccc1-2 | x | x | x | x | 26 | 34 | 10 | x | -3
Cc1nc(CNS(=O)(=O)c2cc(F)ccc2F)cs1 | 15 | -1 | 1 | -5 | -8 | -42 | -8 | 2.3 | -1
CCOC(=O)c1c(NC(=O)CN2CCCc3ccccc32)sc(C)c1C | 38 | -5 | 8 | 6 | -2 | 14 | 2 | 4.1 | 8
CC1CN(C(=O)CCC(=O)NCc2ccccc2)c2cc(Cl)ccc2O1 (configuration not stated) | 23 | -2 | 21 | 7 | 5 | 13 | -2 | 0.9 | 9
CCOc1ccccc1NC(=S)Nc1ncccc1C | 40 | -3 | 13 | 17 | 0 | 13 | -1 | 0.5 | -32
The listing continues.
SMILES | Mdm2 MdmX PPI | UPR XBP1 act | 697 NFkB inh | Jurkat NFkB inh | CXCR6 block | CCR6 antagonist | Gli-Sufu antag | CHOP UPR activ | EBI2 block
O=C1COc2cc(S(=O)(=O)CCC(=O)N3CCCCC3)c(Cl)cc2N1 | -13 | -2 | -1 | -1 | 9 | 4 | 10 | -0.3 | 0
COc1ccc(NC(=O)CC(C(=O)O)C(C)c2ccccc2)cc1 (configuration not stated) | 0 | -1 | -3 | -9 | -7 | 9 | 4 | 3.1 | -7
NC(=S)N/N=C\c1ccccc1OCc1ccccc1 | 23 | 4 | 9 | -9 | -1 | 5 | 21 | 7.8 | 18
O=C(c1sc2ccccc2c1Cl)N1CCN(c2ccc(F)cc2)CC1 | -45 | 0 | 8 | 7 | 3 | -10 | 35 | 4.2 | 27
Cc1c(NC(=O)/C(C#N)=C/c2ccc(-c3ccc(Cl)c(Cl)c3)o2)c(=O)n(-c2ccccc2)n1C | 20 | 2 | -7 | 14 | 11 | 9 | 6 | 5.1 | 15
Cc1nn(C)c(C)c1S(=O)(=O)N1CCC(C(=O)NCCC2=CCCCC2)CC1 | 1 | 1 | 4 | 0 | 1 | -2 | 6 | 0.0 | 2
O=C(Nc1ccc(F)cc1F)c1ccc(S(=O)(=O)NCc2ccco2)cc1 | -17 | -4 | 12 | 3 | -10 | -1 | -9 | 0.6 | -9
CC(C)(C)C(=O)Nc1nnc(SCc2ccc(F)cc2)s1 | 9 | 3 | -38 | -11 | -11 | -5 | -21 | 1.0 | -1

Five compounds from above, reduced to EBI2 block.
SMILES	EBI2 block
O=C(c1sc2ccccc2c1Cl)N1CCN(c2ccc(F)cc2)CC1	27
CC(C)(C)C(=O)Nc1nnc(SCc2ccc(F)cc2)s1	-1
NC(=S)N/N=C\c1ccccc1OCc1ccccc1	18
O=C1COc2cc(S(=O)(=O)CCC(=O)N3CCCCC3)c(Cl)cc2N1	0
Cc1nn(C)c(C)c1S(=O)(=O)N1CCC(C(=O)NCCC2=CCCCC2)CC1	2
